UBC13 inh: inhibitors of human UBC13 polyubiquitin chain formation | 330,000 compounds, 0.47% hits | P61088 | TR-FRET | inhibition, % at 20 µM; in the data active = inhibition above about 45%, passing the limit was not always enough; inconclusive = no clear call, values can overlap the other calls
Target sequence (P61088 whole entry, looked up): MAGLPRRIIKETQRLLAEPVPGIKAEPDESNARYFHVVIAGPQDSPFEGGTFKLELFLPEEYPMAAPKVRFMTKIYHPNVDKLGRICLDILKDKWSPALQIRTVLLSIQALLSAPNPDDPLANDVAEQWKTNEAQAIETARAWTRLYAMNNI
SENP6 inh: blocks the human protease SENP6; Q9GZR1; AID 2599; Recombinant SENP6 catalytic domain, aminoluciferin luminescence; 330,000 compounds, 1.8% hits; inhibition, % at 10 µM;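 active = inhibition above about 50% at the single tested dose, limit read from the data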;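 note: plate controls were DMSO wells with enzyme for no effect and DMSO wells lacking enzyme for full effect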
SENP7 inh: blocks the human protease SENP7. Q9BQF6. AID 434973. inhibition, % at 5 µM. recombinant SENP7, Z-RLRGG-aminoluciferin luminescence, 40 min. 330,000 compounds, 1.5% hits;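 active = inhibition above about 50% at the single test dose, limit read from the data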;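 note: plate controls were DMSO with enzyme for no effect and no enzyme buffer wells for full effect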
Target sequence (Q9BQF6 706-1050 limits assumed): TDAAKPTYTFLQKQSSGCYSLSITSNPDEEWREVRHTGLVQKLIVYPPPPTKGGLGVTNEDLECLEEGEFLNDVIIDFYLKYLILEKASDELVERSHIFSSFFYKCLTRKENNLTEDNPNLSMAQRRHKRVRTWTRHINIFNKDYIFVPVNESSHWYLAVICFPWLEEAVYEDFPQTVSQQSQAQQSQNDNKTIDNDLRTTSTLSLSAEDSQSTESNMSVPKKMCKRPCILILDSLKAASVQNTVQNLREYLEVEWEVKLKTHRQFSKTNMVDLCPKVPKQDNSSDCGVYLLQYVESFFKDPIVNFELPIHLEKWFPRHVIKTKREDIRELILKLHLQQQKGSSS
SENP1 inh: inhibitors of human SENP1 SUMO protease catalytic domain; recombinant SENP1 catalytic domain, CyPet-SUMO1-YPet FRET cleavage; Q9P0U3; 360,000 compounds, 0.21% hits; inhibition, % at 10 µM;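 active = inhibition at least 30% at 10 µM, raw YFP signal under a set limit, fluorescence ratio 0.5 to 1.5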;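 note: 0% = enzyme with DMSO and 100% = no enzyme wells; some results filed as inactive read as strong as hits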
Target sequence (Q9P0U3 419-644 limits assumed): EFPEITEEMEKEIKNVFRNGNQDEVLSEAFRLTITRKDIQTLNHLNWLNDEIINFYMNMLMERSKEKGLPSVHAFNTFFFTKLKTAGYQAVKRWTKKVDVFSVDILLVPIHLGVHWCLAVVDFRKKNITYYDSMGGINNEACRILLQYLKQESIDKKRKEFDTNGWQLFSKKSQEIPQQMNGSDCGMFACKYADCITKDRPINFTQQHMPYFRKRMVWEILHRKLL
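Assay system: hSENP1 catalytic domain, recombinant. Amount: SENP1 enzyme, 20 pM final. Schedule: 50 min reaction, RT, dark. Technique: FRET, CFP and YFP emission. Control set: no-enzyme wells low, DMSO-plus-enzyme wells high control.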
SENP8 block-1: inhibitors of human SENP8 protease; recombinant SENP8, Nedd8 substrate fluorescence; 360,000 compounds, 0.64% hits; inhibition, % at 20 µM; Q96LD8; AID 602440; in the data active = inhibition mostly above about 40%, no sharp cut-off; inactive = mostly below about 27%
Target sequence (Q96LD8 whole entry, looked up): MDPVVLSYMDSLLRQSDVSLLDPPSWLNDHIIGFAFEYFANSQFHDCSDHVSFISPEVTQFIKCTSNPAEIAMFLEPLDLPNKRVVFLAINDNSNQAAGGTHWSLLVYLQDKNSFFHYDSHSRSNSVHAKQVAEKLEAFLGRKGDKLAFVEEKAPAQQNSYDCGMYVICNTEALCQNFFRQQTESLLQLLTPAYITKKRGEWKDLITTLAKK
SENP8 block-2: blocks the human protease SENP8 | Q96LD8 | purified SENP8, Z-RLRGG-aminoluciferin cleavage, luminescence | inhibition, % at 10 µM | 330,000 compounds, 1.2% hits | AID 2540; in the data active = inhibition above about 50%
Apaf-1 inh: human Apaf-1 inhibition | O14727 | reconstituted apoptosome caspase-3 activity, DEVD-Rh110 fluorescence | inhibition, % at 20 µM | 330,000 compounds, 0.71% hits; active = inhibition of at least 40% at 20 µM;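 note: plate controls were DMSO wells for no effect and DEVD-CHO caspase inhibitor wells for full effect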
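Assay system – apoptosome proteins · Medium – Hepes buffer, pH 7.5 · Also added – cytochrome c with DEVD-Rh110 · Timing – 30 min compound preincubation, 50 min activation, room temperature · Detection – Rh110 fluorescence, excitation 480 nm, emission 540 nm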
A3G deaminase: APOBEC3G (human) deaminase inhibition; Q9HC16; recombinant A3G, ssDNA deamination FAM/TAMRA fluorescence; inhibition, % at 20 µM; AID 493012; 330,000 compounds, 0.28% hits;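 active = inhibition of at least 40% at 20 µM, with no more than 30% in the related APOBEC3A deaminase screen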;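 note: plate controls were DMSO wells with A3G for no effect and wells lacking A3G enzyme for full effect; some compounds called inactive have numbers as strong as hits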
Numbers without * were called inactive; i = inactive; ? = inconclusive.

Start of the listing, in advance (3 entries):
mol,UBC13 inh,SENP6 inh,SENP7 inh,SENP1 inh,SENP8 block-1,SENP8 block-2,Apaf-1 inh,A3G deaminase
Nn1c(SCC(=O)Nc2ccc(N3CCOCC3)cc2)nnc1C1CC1,3.2,-1.9,4.9,3.1,10.8,2.3,-9.0,-3.5
CC(C)(C)c1csc(NC(=O)c2ccc3nccnc3c2)n1,-3.7,1.2,6.5,-29.9,-142.8,-4.4,17.0,-0.3
COC(=O)c1c(-c2ccc(S(C)(=O)=O)cc2)sc2cc(OC)ccc12,?,30.5,-4.9,-7.8,i,22.9,11.6,-8.2

The whole of this part, from the start:
mol,UBC13 inh,SENP6 inh,SENP7 inh,SENP1 inh,SENP8 block-1,SENP8 block-2,Apaf-1 inh,A3G deaminase
Nn1c(SCC(=O)Nc2ccc(N3CCOCC3)cc2)nnc1C1CC1,3.2,-1.9,4.9,3.1,10.8,2.3,-9.0,-3.5
CC(C)(C)c1csc(NC(=O)c2ccc3nccnc3c2)n1,-3.7,1.2,6.5,-29.9,-142.8,-4.4,17.0,-0.3
COC(=O)c1c(-c2ccc(S(C)(=O)=O)cc2)sc2cc(OC)ccc12,?,30.5,-4.9,-7.8,i,22.9,11.6,-8.2
O=C(NCc1ccc(F)cc1)C1CCC(CNc2c(N3CCOCC3)c(=O)c2=O)CC1 (stereo unspecified),-3.2,-13.8,2.3,2.0,9.2,1.0,-24.6,-2.4
O=C(Cc1ccc(O)cc1)NC1CCCCCC1,-3.1,-24.6,-7.2,1.4,17.3,-11.7,14.8,-12.0
CC(C)CNc1nc(N)c([N+](=O)[O-])c(N2CCCCCC2)n1,6.1,7.9,-0.5,2.4,14.8,4.8,14.4,-4.8
Cc1c(C(=O)OC(C)C(=O)N(C)Cc2ccccc2)oc2ccccc12 (stereo unspecified),5.1,-2.3,9.9,-0.2,4.6,7.0,14.0,-3.5
CCN(CC(=O)Nc1ccccc1C(F)(F)F)C(=O)c1cc2c(s1)CCCCC2,-4.1,-9.3,-0.4,-0.9,17.5,-9.9,18.9,-5.1
CC(C)CC1NC(C(=O)O)Cc2c1[nH]c1ccccc21 (stereo unspecified),6.4,2.8,12.8,-131.4,-395.8,-13.9,-2.0,-6.0
COc1cccc(-n2nc(-c3ccnn3-c3ccccc3)c(=O)n(C)c2=O)c1,-5.7,0.1,0.7,2.1,-7.1,3.2,6.1,-5.0
Cc1c(OC(C)C(=O)N[C@H](C(=O)O)c2ccccc2)ccc2c3c(c(=O)oc12)CCCC3 (stereo partly specified),-1.2,-6.5,-4.8,-73.8,-176.1,6.4,-3.3,-3.1
CCOCCc1nnc(NC(=O)CCS(=O)(=O)c2ccccc2)s1,2.2,5.2,12.6,3.1,6.8,1.4,-2.8,8.7
CCn1c(SCC(=O)N2CCN(c3ccc(Cl)cc3)CC2)nc2ccccc2c1=O,-0.8,13.5,7.3,3.2,12.7,-1.6,16.2,18.2
CCCCC(=O)Nc1cnc(NC(=O)c2ccco2)cc1C,-3.2,-4.4,-5.6,-4.0,3.3,1.7,4.6,-6.3
CC1Oc2ccccc2C=C1/C=N/NC(=O)c1ccncc1 (stereo unspecified),1.8,-9.5,4.8,-5.1,-347.0,-2.9,-9.8,-9.6
O=C(NC1CCCCC1)C1CN(S(=O)(=O)c2ccccc2)CCN1S(=O)(=O)c1ccccc1 (stereo unspecified),6.9,-17.1,3.7,4.7,6.4,-6.7,5.7,-5.6
CC1(C)CC(=O)C=C(c2ccc3ccccc3c2)C1,11.2,-3.8,-7.6,2.7,-69.1,-10.2,23.3,-13.2
CC(=O)Nc1ccc(C2=NNC(=Nc3ccc(S(=O)(=O)N4CCOCC4)cc3)SC2)cc1,42.7,-11.6,0.7,-6.6,-140.9,-2.1,-10.6,-4.7
COc1ccc(Cl)cc1NC(=S)NCc1ccc(S(N)(=O)=O)cc1,10.1,-8.5,-2.0,-8.6,3.5,3.7,0.8,-3.5
O=C1c2ccccc2C(=O)N1CC1=NCCc2ccccc21,8.0,12.9,-0.3,11.6,7.8,-2.2,16.6,0.0
CCOC(=O)CNC(=O)CSc1nnc(-c2ccccc2)n1Cc1ccco1,5.8,-4.4,-6.2,0.6,-0.5,-1.3,-12.5,-1.5
COc1ccc(CNC(=O)CCSCc2ccccc2Cl)c(OC)c1,9.7,1.6,-2.1,-1.3,12.7,4.6,7.0,-0.9
CCN(CC)CCOC(=O)c1ccc(N/C=C(/C#N)c2nc(-c3ccc(OC)cc3)cs2)cc1,96.4*,-22.6,2.0,-11.1,-12.6,3.6,35.3,-9.4
CCCCn1c2nc3ccccc3nc2c2c(=O)n(CCC)cnc21,10.7,-0.8,-0.9,-3.3,-396.6,1.8,-2.9,-0.5
CCOc1ccc(N2CC(C(=O)NCCCc3ccccc3)CC2=O)cc1 (stereo unspecified),-2.0,0.1,-9.5,-0.7,-6.6,-7.8,-0.3,-0.7
COC(=O)c1ccc(OCc2nc(N)nc(N3CCOCC3)n2)cc1,3.5,-10.0,2.8,1.1,18.5,-1.5,1.0,3.0
Cn1ncc(Br)c1NC(=O)c1cc(Cl)cc(Cl)c1,4.4,-8.4,-0.3,0.8,5.3,4.5,2.9,-4.3
O=C(NCc1ccccc1)c1nc[nH]c1C(=O)NCc1ccccc1,5.2,-6.7,3.5,1.3,3.1,-2.4,7.0,-9.9
COc1ccc(NC(=O)[C@H](C)NC(N)=O)cc1S(=O)(=O)Nc1cc(C)ccc1Br,-10.8,4.9,-13.3,2.3,15.9,-11.7,-4.3,-3.5
O=C1c2ccccc2C(=O)N1SC1CCCCC1,-12.6,-25.2,-7.0,-1.4,30.3,-6.2,10.0,8.9
Cc1ccc2[nH]c(=O)c3cc(C(=O)N(CCCOC(C)C)Cc4ccco4)sc3c2c1,16.1,-22.7,-13.5,-1.0,-436.8,-4.2,35.9,-13.5
O=C(c1cc(-c2ccccc2O)on1)N1CCOCC1,4.6,-3.3,-4.6,1.5,7.3,1.4,7.2,-8.9
O=C(O)CSc1cc(C(=O)c2ccccc2O)cn2c(=O)c3c(-c4ccccc4)csc3nc12,5.8,17.4,10.2,-34.3,-113.3,9.2,12.6,-0.6
CCSc1ccc2c(c1)N(CCCN1CCN(C)CC1)c1ccccc1S2,74.9*,-19.9,0.1,2.0,-27.2,-5.9,56.8*,-2.5
Cc1ccc(-n2c(=O)c3cc4c(=O)n(-c5ccc(C)c(C)c5)c(=O)c4c(C(=O)c4ccc(C(=O)O)cc4)c3c2=O)cc1C,-25.4,-23.1,-1.1,3.5,38.2,-18.0,27.1,-4.1
COc1ccc(C(=O)OCC(=O)NC(=O)CCSc2ccccc2)cc1,-1.9,-11.9,5.2,1.7,13.1,-1.7,7.8,-0.3
O=C(CCCn1c(=S)[nH]c2cc3c(cc2c1=O)OCO3)NC1CC1,-12.0,0.8,-7.7,0.0,6.1,-3.7,10.5,1.9
CCOC(=O)CN1C(=O)C(=O)N(Cc2c(C)cc(C)cc2C)C1=O,-3.6,-43.3,-0.4,0.8,10.9,-6.7,-2.2,-8.7
CCc1ccc(/C=N/NC(=O)c2cc(-c3ccncc3)nc3ccccc23)s1,-32.8,-7.6,-7.7,3.7,18.6,-9.7,23.1,-4.3
COCCn1nnnc1C(c1ccccc1OC)N1CCN(C(=O)c2ccco2)CC1 (stereo unspecified),-0.1,-0.9,3.7,0.3,7.7,-4.8,0.9,-4.0
CN(CC(=O)N1CC=C(c2ccccc2)CC1)S(=O)(=O)c1ccc2c(c1)c(=O)n(C)c(=O)n2C,-12.7,-9.6,7.2,-2.0,-13.0,-7.7,9.1,-6.5
CNC(=O)c1[nH]nc2c1CCc1cc(OC)ccc1-2,-0.5,-39.5,7.6,1.4,22.0,-2.6,5.2,6.6
CC1CCCCC1NC(=O)c1cccc(S(=O)(=O)N2CCN(C)CC2)c1 (stereo unspecified),-0.5,2.8,0.8,0.8,6.5,0.1,-0.4,-9.9
CC12CN3CCN(CC(C3)C1(O)CN1CCCCC1)C2 (stereo unspecified),-0.5,5.3,1.5,-0.8,16.6,-1.8,-1.5,-4.3
Cc1c(Br)c([N+](=O)[O-])nn1CC(=O)NCC1CCCO1 (stereo unspecified),-5.5,2.8,2.3,1.1,0.4,1.2,-8.9,-4.6
Cc1ccc(S(=O)(=O)N(C)C)cc1NC(=O)COC(=O)c1c(C)noc1C,-10.5,1.5,-7.1,0.1,6.8,-9.1,-1.7,-11.1
COc1cc(CNC(=O)c2ccc3c(c2)S(=O)(=O)c2ccccc2C3=O)cc(OC)c1,5.1,9.6,-1.5,-1.8,10.6,2.8,6.4,-9.2
CC(=O)c1ccc(NS(=O)(=O)c2ccc3c(c2)CCC(=O)N3)cc1,-13.6,3.3,-4.9,0.9,-34.6,-13.0,9.3,-6.5
O=C(NC(=S)N1CCCC1)c1cccc([N+](=O)[O-])c1,0.3,-4.9,1.7,0.4,12.7,-2.1,-5.7,-6.4
CCOc1ncccc1C(=O)NCc1cccc(OC)c1,0.2,-7.9,-5.2,0.9,-14.6,-7.1,2.6,-12.3
O=[N+]([O-])c1ccc(NC(=S)NCCc2ccc(F)cc2)cc1,9.5,-17.2,11.8,0.9,24.9,3.8,25.5,0.1
COc1ccc(N(CC(=O)NCc2ccco2)S(C)(=O)=O)cc1OC,-15.3,-11.5,-4.6,1.2,7.9,-5.4,5.0,-3.5
Cc1ccc(NC(=O)c2ccc(F)cc2)cc1S(=O)(=O)N1CCCCCC1,1.9,7.0,-5.2,2.4,18.9,-0.3,10.9,-2.1
O=C(COC(=O)/C=C/c1ccc(S(=O)(=O)N2CCCCCC2)cc1)NCc1ccccc1Cl,-8.3,4.6,8.9,2.7,7.7,1.4,14.1,1.3
CC(C)CNC(=S)N(CCCN(C)C)Cc1cc2cc3c(cc2[nH]c1=O)OCCO3,6.9,5.2,-4.9,-3.4,-379.9,-4.1,-3.7,-10.5
CCn1c(SCC(=O)Nc2ncc(C(F)(F)F)cc2Cl)nnc1-c1ccccc1,-12.1,-21.1,-3.4,-1.5,14.0,-12.8,4.3,-10.4

Following part:
mol,UBC13 inh,SENP6 inh,SENP7 inh,SENP1 inh,SENP8 block-1,SENP8 block-2,Apaf-1 inh,A3G deaminase
COC(=O)c1cc(-c2ccc(Br)cc2)c2c(=O)n(C)c(=O)n(C)c2n1,26.8,22.9,1.9,-0.7,-414.6,14.0,4.7,-1.9
CCS(=O)(=O)N1CCN(S(=O)(=O)c2ccccc2)CC1,3.8,-4.6,-1.2,-0.4,13.0,1.5,-2.4,-3.7
COc1ccc(CNc2nc3ccc(C)cc3s2)c(OC)c1OC,2.5,1.9,-4.4,1.1,17.6,-6.1,14.4,-1.8
Cc1ccc(NC(=O)OCc2cn(-c3ccc(Cl)cc3)nn2)cc1,4.3,3.2,4.2,2.0,11.7,-0.4,-9.3,-3.5
CSCC[C@H](NC(=O)NC1CCCC1)C(=O)O,0.2,-1.6,2.3,2.2,14.2,-0.7,-15.0,3.3
Cc1cc(C)n(CCCNC(=O)c2ccco2)n1,0.0,8.6,-4.0,1.9,13.6,7.5,-3.2,-4.0
CC(C)(C)Nc1nc(SCC(=O)Nc2ccccc2Cl)nc(N2CCOCC2)n1,-3.0,-8.7,-11.0,-0.9,7.0,-9.2,10.9,-8.8

High-throughput results (PubChem)
